ERAP1 inh: blocks human ERAP1 aminopeptidase activity; Q9NZ08; recombinant ERAP1, Leu-AMC fluorescence, 60 min; inhibition, % at 10.7 µM; 340,000 compounds, 0.15% hits; AID 652197;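 active means mean replicate inhibition of at least 30%, or all replicates individually reaching that 30% level; inactive means mean below 30% and not every replicate reaching it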;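 further: 0% = neutral control wells and 100% = L-leucinethiol positive control wells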
Target sequence (Q9NZ08 whole entry, looked up): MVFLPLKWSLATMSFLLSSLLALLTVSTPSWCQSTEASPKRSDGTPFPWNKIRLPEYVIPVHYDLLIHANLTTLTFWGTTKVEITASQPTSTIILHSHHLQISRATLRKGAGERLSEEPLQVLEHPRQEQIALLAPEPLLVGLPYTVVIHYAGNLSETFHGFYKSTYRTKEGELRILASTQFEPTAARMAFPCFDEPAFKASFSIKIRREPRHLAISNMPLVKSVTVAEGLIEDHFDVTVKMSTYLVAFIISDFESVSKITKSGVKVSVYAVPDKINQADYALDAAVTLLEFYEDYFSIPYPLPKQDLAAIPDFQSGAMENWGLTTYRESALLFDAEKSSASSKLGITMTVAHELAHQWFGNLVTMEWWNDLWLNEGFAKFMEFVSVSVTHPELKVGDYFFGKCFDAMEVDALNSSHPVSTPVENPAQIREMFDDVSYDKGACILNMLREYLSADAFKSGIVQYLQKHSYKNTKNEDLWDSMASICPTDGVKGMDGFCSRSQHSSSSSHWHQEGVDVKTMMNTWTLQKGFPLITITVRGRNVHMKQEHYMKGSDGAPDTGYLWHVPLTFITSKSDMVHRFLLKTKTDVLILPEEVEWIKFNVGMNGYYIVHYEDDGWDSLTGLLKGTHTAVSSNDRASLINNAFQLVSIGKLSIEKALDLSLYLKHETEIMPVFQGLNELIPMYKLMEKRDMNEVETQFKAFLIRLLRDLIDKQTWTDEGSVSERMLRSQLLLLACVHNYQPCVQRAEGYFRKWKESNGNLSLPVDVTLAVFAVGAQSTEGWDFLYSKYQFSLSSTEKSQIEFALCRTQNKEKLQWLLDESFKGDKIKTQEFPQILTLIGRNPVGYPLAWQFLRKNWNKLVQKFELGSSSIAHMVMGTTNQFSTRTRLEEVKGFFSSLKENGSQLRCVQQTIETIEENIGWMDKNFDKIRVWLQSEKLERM
CFTR F508del cor: CFTR F508del correction in bronchial cells. CFBE cells, YFP halide quenching; stimulated with forskolin plus potentiator P3; % fluorescence drop versus neutral controls. activity (quench increase), % at 7.58 µM. 350,000 compounds, 0.36% hits;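 active means mean added fluorescence quench of at least 8% versus neutral control, with both replicates also reaching 8%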;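 further: cells transiently co-express mutant CFTR-F508del with the halide-sensitive YFP; corrector assay measuring rescue of mutant channel to the surface after 24 h compound exposure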
GSIS activator: primary screen for activators of insulin secretion dependent on glucose, INS-1E cells, GLuc reporter luminescence | INS-1E GLuc reporter insulin secretion, 2-3 h | activation, % at 16.6 µM | 370,000 compounds, 0.61% hits | AID 743287;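 active means lowest replicate activation of at least 40%, so every replicate reaches that level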;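 further: 0% = median of neutral control wells and 100% = median of IBMX positive control wells; some compounds called inactive have numbers as strong as hits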
esBAF inh: inhibitors of esBAF chromatin remodeling in mouse ES cells; Bmi1-luciferase knock-in reporter, 24 h; 100% = twice the neutral-well signal; AID 602393; reporter increase, % at 12.5 µM; 350,000 compounds, 2% hits; in the data active means activation above about 40%;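 further: 0% = median of the plate's neutral control wells and 100% = double that signal; a rise in the Bmi1 reporter signal indicates esBAF inhibition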
Xi reactivation: reactivates the inactive X chromosome in mouse fibroblasts; activation, % at 7.58 µM; 360,000 compounds, 0.055% hits; XiGFP mouse fibroblasts, % GFP-positive cells imaging, 3 d; cells co-treated with 5-aza-dC sensitizer; scaled so ellipticine positive control = 100%;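 active means mean normalized replicate activation at least 10% and every replicate at or above 10%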;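 further: 0% = median of on-plate neutral control wells and 100% = ellipticine 6 µM median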
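Assay system: SV40-immortalized XiGFP fibroblast cells, line 68-5-11; buffer or medium: DMEM plus 5-aza-dC sensitizer; compound: one concentration, pinned; timing: compounds 3 days, fix/stain 15 min at room temperature; benchmarks: positive control ellipticine, 6 µM final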
ARNT-TACC3 inh: disrupts binding between human ARNT and TACC3; Q9Y6A5; AlphaScreen His-ARNT PAS-B/GST-TACC3 binding, luminescence; TACC3 fragment carries E629A point mutation; inhibition, % at 9.99 µM; 390,000 compounds, 0.66% hits; AID 623870;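 active means mean inhibition of replicates at least 50% and at least half of replicates each reaching 50%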;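 further: 0% = complete ARNT plus TACC3 wells and 100% = ARNT alone without TACC3; many hits fall short of the cut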
RAD52 anneal inh: blocks human RAD52 DNA annealing; P43351; recombinant RAD52 DNA annealing, FRET fluorescence; inhibition, % at 18.7 µM; 360,000 compounds, 0.46% hits;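 active means every replicate showing at least 50% inhibition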
RAD54 branch: inhibitors of human RAD54 branch migration; RAD54 Holliday junction branch migration, FAM/BHQ fluorescence; Q92698; inhibition, % at 10.4 µM; 360,000 compounds, 0.14% hits; AID 602329;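 active means mean normalized replicate activity at least 40 and at least half of replicates scoring 40 or more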;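 further: 0% = median of neutral control wells and 100% = median of positive control wells; inhibitors cause a drop in the FAM fluorescence signal; in these data hits start at about 50%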
* = called active by the depositor; / = no result given. This is a random part of the collection; overall some 3.3% were active at least once.

SMILES	ERAP1 inh	CFTR F508del cor	GSIS activator	esBAF inh	Xi reactivation	ARNT-TACC3 inh	RAD52 anneal inh	RAD54 branch
O=C(O)c1ccc([N+](=O)[O-])cc1Sc1ccsc1	0	-1.3	0	/	0.2	-10	-5	/
Cc1nc(N2CCOCC2)[nH]c(=O)c1C(O)C(Cl)(Cl)Cl (stereo unspecified)	0	-0.1	/	2	0.0	-2	-8	3
Cc1ccc2nc(SCC(=O)Nc3ccc4c(c3)OCCO4)nc(=O)n2c1	3	0.9	-1	-4	0.0	3	-10	6
Cc1ccc(S(=O)(=O)N2C[C@@H](O)COC[C@H]3O[C@H](CC(=O)N[C@@H]4CCN(Cc5ccccc5)C4)CC[C@@H]32)cc1	-2	1.8	-11	7	0.2	14	5	3
CCCC#Cc1cnc2c(c1)C(=O)N([C@H](C)CO)C[C@H](C)[C@H](CN(C)Cc1ccncc1)O2	-4	/	14	-7	-0.3	30	-6	-5
C[C@@H]1CN([C@@H](C)CO)S(=O)(=O)c2ccc(C3=CCCC3)cc2O[C@H]1CN(C)C(=O)c1ccccn1	-2	4.7	4	1	-0.7	1	-15	-4
CN(C(=O)c1cccc(NC(=O)Cc2ccc(NC(=O)C3CCN(C(=O)C4CC4)CC3)cc2)c1)C1CCCC1	-1	-0.4	-13	6	-0.1	-1	-45	-11
O=C(NCC1CCCN1S(=O)(=O)c1cccs1)c1cccc([N+](=O)[O-])c1 (stereo unspecified)	0	-1.1	18	8	0.3	-1	-9	5
CCC1NC(=O)c2cc3ccccc3cc2-n2c1nc1cc(C)cc(C)c1c2=O (stereo unspecified)	0	-1.7	/	-4	0.1	/	-15	-7
COCCNC(=O)C12CC3CC(CC(Cl)(C3)C1)C2	3	-0.6	-15	/	0.0	/	-7	-1
O=C(Cc1cccnc1)N1CC(=O)N2[C@H](C1)[C@H](c1ccc(C#CC3CCCCC3)cc1)[C@@H]2CO	2	-0.4	-5	/	0.0	/	-1	/
Cn1c(=O)c2ncn(CC(=O)Nc3nc(-c4ccc(Cl)cc4)cs3)c2n(C)c1=O	-1	-2.7	1	/	0.3	-1	-33	/
O=C1[C@H](Cc2ccccc2)NCC=CC[C@@H](c2ccc(Cl)cc2)N1Cc1ccc(Cl)cc1	1	0.6	-32	-6	-0.2	-3	-2	-1
Cc1ccc(NC(=O)COc2ccc(/C(N)=N/O)cc2)cc1C	-6	1.5	/	-5	0.2	-6	-1	-1
O=S(=O)(c1ccc(Cl)nc1)N1CCN(c2ncccn2)CC1	1	1.9	25	-3	0.3	-1	-16	5
CCOC(=O)CCc1c(C)nc(SCc2ccc(C(=O)O)cc2)c(C#N)c1C	-4	1.5	-4	-2	0.0	-4	96*	2
NC(c1ccccc1)c1csc(NC(=O)Nc2cccc(C(F)(F)F)c2)n1 (stereo unspecified)	-2	-0.4	-5	-38	0.2	/	-18	-20
CCCc1cc(=O)oc2c3c(cc(OCC(=O)N4CCC[C@H]4C(=O)O)c12)OC(C)(C)CC3	/	-1.6	0	-2	/	6	-5	-2
O=C(c1cccnc1)N1CCC2CC1c1c(Cl)cccc12 (stereo unspecified)	-1	3.1	/	1	1.4	/	-12	-7
COc1ccc(CNC(=O)C[C@H]2C=C[C@@H](NC(=O)c3ccc4c(c3)OCO4)[C@H](CO)O2)cc1	0	3.6	1	-5	0.2	-2	-12	-3
CSC(=NC#N)N1CCN(C(c2ccccc2)c2ccccc2)CC1	-3	-0.7	-5	-11	0.1	-1	-8	-7
C[C@H]1CN([C@@H](C)CO)C(=O)Cc2cc(NC(=O)NC3CCCCC3)ccc2O[C@H]1CN(C)C(=O)Nc1ccccc1	4	0.3	-3	2	-0.3	34	-2	7
COc1ccccc1NC(=O)COC(=O)CCS(=O)(=O)c1ccc(C)cc1	-1	-0.5	1	-3	0.0	-2	0	-11
Cc1nn(C(=O)c2ccc([N+](=O)[O-])cc2)c(C)c1Br	/	2.2	/	1	0.0	-6	-5	-12
CCC1CN(S(=O)(=O)c2cc(-c3cc(C)no3)ccc2OC)c2cc(C)ccc2O1 (stereo unspecified)	2	-1.0	10	/	0.0	10	1	/
CNC(=O)c1cc2cc(OC)ccc2oc1=O	-1	-1.5	/	-6	/	-8	-6	2
COC(=O)c1ccc(C(=O)OC)c(NC(=O)C2CC(=O)N(C3CCCC3)C2)c1 (stereo unspecified)	2	1.2	-8	-1	0.0	11	-2	9
Clc1ccc2nnc(Cl)n2n1	-1	3.3	3	/	0.0	26	-11	/
C[C@@H]1CCCCO[C@H](CN(C)S(=O)(=O)c2cccs2)[C@@H](C)CN([C@@H](C)CO)C(=O)c2cc(NC(=O)Nc3ccc(C(F)(F)F)cc3)ccc2O1	-3	3.4	-18	-2	0.1	19	-9	4
Cc1ccc(-n2nc3c(=O)n(CCCC(=O)NCc4ccc(Cl)cc4)nc(C)c3c2C)cc1	-1	7.6	-34	20	0.0	-2	-1	0

For reference, 2 of the compounds above.
SMILES	ERAP1 inh	CFTR F508del cor	GSIS activator	esBAF inh	Xi reactivation	ARNT-TACC3 inh	RAD52 anneal inh	RAD54 branch
C[C@@H]1CN([C@@H](C)CO)S(=O)(=O)c2ccc(C3=CCCC3)cc2O[C@H]1CN(C)C(=O)c1ccccn1	-2	4.7	4	1	-0.7	1	-15	-4
CN(C(=O)c1cccc(NC(=O)Cc2ccc(NC(=O)C3CCN(C(=O)C4CC4)CC3)cc2)c1)C1CCCC1	-1	-0.4	-13	6	-0.1	-1	-45	-11

An excerpt from above in order of SMILES length, largest number first.
SMILES	ERAP1 inh	CFTR F508del cor	GSIS activator	esBAF inh	Xi reactivation	ARNT-TACC3 inh	RAD52 anneal inh	RAD54 branch
Cc1ccc(-n2nc3c(=O)n(CCCC(=O)NCc4ccc(Cl)cc4)nc(C)c3c2C)cc1	-1	7.6	-34	20	0.0	-2	-1	0
CCOC(=O)CCc1c(C)nc(SCc2ccc(C(=O)O)cc2)c(C#N)c1C	-4	1.5	-4	-2	0.0	-4	96*	2
CNC(=O)c1cc2cc(OC)ccc2oc1=O	-1	-1.5	/	-6	/	-8	-6	2

Next part:
SMILES	ERAP1 inh	CFTR F508del cor	GSIS activator	esBAF inh	Xi reactivation	ARNT-TACC3 inh	RAD52 anneal inh	RAD54 branch
CCOc1cc(OCC)c(C(C)=O)cc1OCC	-5	8.4*	13	-4	/	/	-3	-6
COc1cc(/C=C2/C(=O)N(c3ccc(C)c(C)c3)N=C2C)cc([N+](=O)[O-])c1O	-4	-7.1	2	-9	0.0	27	-10	7
Cn1c(CCC(=O)OCC(=O)Nc2ccc(Oc3ccccc3)cc2)nc(=O)c2ccccc21	16	-2.1	2	0	0.3	4	-37	/
C[C@@H]1CCCCO[C@H](CN(C)S(=O)(=O)c2ccccc2)[C@@H](C)CN([C@H](C)CO)C(=O)c2cc(NC(=O)CCC(F)(F)F)ccc2O1	1	-0.3	1	-3	0.2	-2	-1	4
Cn1ncc(Br)c1C(=O)Nc1c(F)c(F)cc(F)c1F	4	/	1	-9	/	-4	1	14
CCCOc1ccccc1C(=O)N(Cc1cccc(Br)c1)C1CCS(=O)(=O)C1 (stereo unspecified)	-3	-1.8	-12	-13	0.1	4	1	-4
COc1ccc(-c2sc3ccc(N4CCOCC4)cc3c2-c2ccc(OC)c(F)c2)cc1	0	-0.4	-5	-2	0.0	0	-23	-5
COc1ccc(CC(=O)Nc2nccs2)cc1S(=O)(=O)N1CCOCC1	1	17*	18	-2	-0.7	1	-3	-3
COc1cccc(C#Cc2ccc([C@H]3[C@H](CO)N4C(=O)CN(C(=O)C5CC5)C[C@@H]34)cc2)c1	2	5.0	-12	/	0.2	/	-16	/
O=C(O)c1cc(O)c2c(c1)[C@@H]([C@H]1c3cc(C(=O)O)cc(O)c3C(=O)c3c(O[C@@H]4O[C@H](CO)[C@@H](O)[C@H](O)[C@H]4O)cccc31)c1cccc(OC3O[C@H](CO)[C@@H](O)[C@H](O)[C@H]3O)c1C2=O (stereo partly specified)	4	-1.7	8	-8	-0.1	5	1	9
CCOC(=O)C1CCN(C(=O)COC(=O)c2ccccc2OCC)CC1	-3	3.0	4	4	0.1	0	-10	0
COCc1nnc(NC(=O)c2ccc(OC)cc2OC)s1	14	4.0	1	/	0.3	3	-14	/
Cc1c(CCC(=O)NCCC(=O)O)c(=O)oc2c(C)c3oc4c(c3cc12)CCCC4	3	-1.4	6	-46	0.0	-22	10	4
O=C(COc1ccc(Oc2ccccc2)cc1)NC1CCS(=O)(=O)C1 (stereo unspecified)	5	-5.8	-5	0	-0.1	-1	-5	2
CCc1ccc2c(c1)C(=O)c1ccccc1C2=O	2	3.6	8	/	1.2	-5	-18	/
CN(C)CCCNC(=O)C[C@H]1C[C@H](C(=O)N2CCCCC2)[C@@]2(C)c3[nH]c4cc(-c5ccco5)ccc4c3CCN2C1=O	/	-1.9	16	-3	0.0	12	30	12
CCn1c(NCCO)nc2c(c1=O)C(C)(CC)Cc1ccccc1-2 (stereo unspecified)	-4	1.8	/	/	0.0	-7	-18	/
Nc1ncncc1-c1ccc(F)cc1	1	-1.2	10	-5	0.0	/	-8	-5
Cc1noc(C)c1NC(=O)N(C)C[C@@H]1Oc2ccc(NC(=O)Nc3cccc4ccccc34)cc2CC(=O)N([C@H](C)CO)C[C@@H]1C	0	-0.9	9	6	-1.2	/	-9	-4
CCOc1ccc(CNC(=O)CCCC(=O)n2ncc3cc(C)ccc32)cc1	3	-1.2	10	4	0.0	-1	-4	-6
C[C@H](CO)N1C[C@H](C)[C@H](CN(C)C(=O)Nc2ccc(C(F)(F)F)cc2)Oc2c(NS(=O)(=O)c3ccc(F)cc3)cccc2C1=O	0	2.1	-16	16	-0.1	-3	19	1
CN(/N=C/c1ccc(-c2ccc([N+](=O)[O-])cc2)o1)c1ccccc1	0	2.8	18	2	0.1	13	-10	-15
CO[C@H]1CN(C)C(=O)c2cc(NC(=O)c3ccno3)ccc2OC[C@H](C)N(S(C)(=O)=O)C[C@@H]1C	/	-2.4	-7	-4	0.1	2	-89	4
COC(=O)c1ccc(NC(=O)C2C3C=CC(C3)C2C(=O)O)cc1 (stereo unspecified)	-1	1.7	-5	4	0.1	11	-21	10
O=[N+]([O-])c1ccc(C[n+]2cccc3c4ccccc4ccc32)cc1	-6	-2.3	-27	-10	0.0	-4	9	/
CO[C@@H](CN(C)C(=O)C1CC1)[C@@H](C)CN(C(=O)Nc1ccc(C(F)(F)F)cc1)[C@H](C)CO	-3	1.6	-30	-5	0.2	10	-6	3
COc1ccc(Cl)cc1NC(=O)C1COc2ccccc2O1 (stereo unspecified)	0	-0.9	-8	/	0.0	-12	-4	/
CCCCc1c(O)c2cccc3c2n(c1=O)CCC3	2	4.4	-6	/	0.2	/	-11	-30
C[C@@H]1CN([C@@H](C)CO)C(=O)c2cccc(NC(=O)C3CC3)c2O[C@H]1CN(C)S(=O)(=O)c1ccc(F)cc1	-2	0.2	29	-3	-0.3	3	11	-12
COC(=O)c1cccc(NS(=O)(=O)c2ccc(OC)cc2)c1C	/	/	-2	-10	/	-8	/	-10
COc1ccc2c(c1OC)C(=O)OC2Nc1nc(-c2cc3ccccc3oc2=O)cs1 (stereo unspecified)	/	/	-5	8	/	-12	/	-5
O=C(Nc1ccc2c(c1)OCCO2)C1c2ccccc2OCC(=O)N1Cc1cccnc1 (stereo unspecified)	/	-2.9	11	/	0.1	/	-7	/
C[C@@H]1CN([C@@H](C)CO)C(=O)c2cc(NC(=O)CCC(F)(F)F)ccc2O[C@@H](C)CCCCO[C@H]1CN(C)Cc1ccc(C(=O)O)cc1	-8	-1.5	8	-2	0.0	-6	2	13
COc1cccc(/C=N/NC(=O)Cn2ccnc2C)c1	-2	0.8	2	/	0.0	/	-14	/
COc1ccc(CCNS(=O)(=O)c2cc3c4c(c2)CCN4C(=O)CC3)cc1OC	1	0.8	24	-1	0.0	0	-3	/

Screening data deposited in PubChem BioAssay by Broad Institute.
